POLK inh – qHTS for Inhibitors of Polymerase Kappa; purified Pol kappa, fluorescent DNA synthesis assay, 10 min; Potency, µM (highest dose often 107 µM), for inactives: top-dose activity, negative = inhibition, most hits filed as inhibitors; 400,000 compounds, 0.53% hits; AID 588579, 2011; note: % is set by controls: 0 for no effect and ±100 for the full control effect
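10 nM Pol kappa preincubated 15 min at room temperature with compounds, then reaction started with substrate at 50 nM final. Fluorescence read kinetically at 0 and 10 min; buffer-only wells served as negative control.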
G9a inh – qHTS Assay for Inhibitors of Histone Lysine Methyltransferase G9a. 350,000 compounds, 8.8% hits. AID 504332, 2011. G9a H3K9 monomethylation, AlphaScreen, 2 h. Potency, µM (titrated, usually from 102 µM), for the others: top-dose activity, negative = inhibition, actives largely listed as inhibitors; note: % is set by controls: 0 for no effect and ±100 for the full control effect; nearly all actives have a fitted effect of over 75% in size
Target sequence (Q96KQ7 913-1193 limits assumed): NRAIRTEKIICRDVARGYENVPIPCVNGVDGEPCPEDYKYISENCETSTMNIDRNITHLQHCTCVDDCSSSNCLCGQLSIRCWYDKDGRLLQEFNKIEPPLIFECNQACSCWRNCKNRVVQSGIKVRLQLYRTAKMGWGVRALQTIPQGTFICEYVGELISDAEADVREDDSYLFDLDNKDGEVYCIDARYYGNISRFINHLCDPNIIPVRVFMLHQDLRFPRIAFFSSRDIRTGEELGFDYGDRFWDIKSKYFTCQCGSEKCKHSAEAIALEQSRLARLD
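Methyltransferase reactions run at room temperature for 2 h (20 nM enzyme, 500 nM biotin-H3K9 peptide, 20 uM SAM) after a 15 min compound preincubation; product detected by AlphaScreen beads and anti-H3K9me1 antibody.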
BLM helicase inh – qHTS Assay for Inhibitors of Bloom's syndrome helicase (BLM) | Potency, µM (highest dose often 56.1 µM), for the others: at the top dose activity change, negative = inhibition, hits mostly inhibitors | 350,000 compounds, 0.2% hits | RecQ-like DNA helicase BLM (Homo sapiens), P54132 | recombinant BLM DNA unwinding, fluorescence dequenching;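 note: plate controls were vehicle for no effect and no enzyme for full effect; nearly all actives have a fitted effect of over 35% in size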
Anesthetic bind – qHTS Assay for Identification of Novel General Anesthetics | Ferritin light chain (Equus caballus), P02791 | apoferritin/1-aminoanthracene competitive binding, fluorescence | Potency, µM (titrated, usually from 77.5 µM), inactives show at the highest dose activity change, negative = displacement, hits mostly inhibitors | 350,000 compounds, 0.074% hits | AID 485281, 2010; note: % is set by controls: 0 for no effect and ±100 for the full control effect; nearly all actives have a fitted effect of over 20% in size
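Horse-spleen apoferritin (10 uM) in 50% saturated 1-aminoanthracene in PBS was incubated 10 min at room temperature with compound. Fluorescence (ex 380, em 535 nm) was normalized to free and bound 1-AMA, with concentration-response fitted by a four-parameter Hill equation.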
Pol iota inh – qHTS for Inhibitors of Polymerase Iota. DNA polymerase iota (Homo sapiens), Q9UNA4. Pol iota fluorescent replication assay, 10 min. Potency, µM (highest dose often 115 µM), for inactives: top-dose activity, negative = inhibition, actives largely listed as inhibitors. 390,000 compounds, 1% hits. AID 588590, 2011
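Pol iota at 10 nM preincubated 15 min with compounds at room temperature; reaction started with fluorescent substrate, 50 nM final. Fluorescence read kinetically at 0 and 10 min; buffer-only wells as negative control.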
BAZ2B inh – qHTS Assay for Inhibitors of BAZ2B | Bromodomain adjacent to zinc finger domain protein 2B (Homo sapiens), Q9UIF8 | AlphaScreen BAZ2B-H3K14Ac peptide displacement | Potency, µM (top dose mostly 114 µM), without a hit: at the top dose activity change, negative = inhibition, most hits filed as inhibitors | 360,000 compounds, 4.4% hits | AID 504333, 2011; note: % is set by controls: 0 for no effect and ±100 for the full control effect; nearly all actives have a fitted effect of over 60% in size
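BAZ2B 50 nM plus b-H3(5-23)K14Ac 50 nM, PBS pH 7.4/0.01% Tween-20, 30 min RT; compound added (max 110 uM), 30 min RT; streptavidin donor/Ni-chelate acceptor beads 10 ug/mL final, 20 min dark; AlphaScreen read.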
POLH inh – qHTS for Inhibitors of Polymerase Eta. AID 588591, 2011. DNA polymerase eta (Homo sapiens), Q9Y253. 390,000 compounds, 1.2% hits. Potency, µM (doses to about 114 µM), without a hit: at the highest dose activity change, negative = inhibition, hits mostly inhibitors. recombinant Pol eta, fluorescent DNA replication assay; note: % is set by controls: 0 for no effect and ±100 for the full control effect
Target sequence (Q9Y253 whole entry, looked up): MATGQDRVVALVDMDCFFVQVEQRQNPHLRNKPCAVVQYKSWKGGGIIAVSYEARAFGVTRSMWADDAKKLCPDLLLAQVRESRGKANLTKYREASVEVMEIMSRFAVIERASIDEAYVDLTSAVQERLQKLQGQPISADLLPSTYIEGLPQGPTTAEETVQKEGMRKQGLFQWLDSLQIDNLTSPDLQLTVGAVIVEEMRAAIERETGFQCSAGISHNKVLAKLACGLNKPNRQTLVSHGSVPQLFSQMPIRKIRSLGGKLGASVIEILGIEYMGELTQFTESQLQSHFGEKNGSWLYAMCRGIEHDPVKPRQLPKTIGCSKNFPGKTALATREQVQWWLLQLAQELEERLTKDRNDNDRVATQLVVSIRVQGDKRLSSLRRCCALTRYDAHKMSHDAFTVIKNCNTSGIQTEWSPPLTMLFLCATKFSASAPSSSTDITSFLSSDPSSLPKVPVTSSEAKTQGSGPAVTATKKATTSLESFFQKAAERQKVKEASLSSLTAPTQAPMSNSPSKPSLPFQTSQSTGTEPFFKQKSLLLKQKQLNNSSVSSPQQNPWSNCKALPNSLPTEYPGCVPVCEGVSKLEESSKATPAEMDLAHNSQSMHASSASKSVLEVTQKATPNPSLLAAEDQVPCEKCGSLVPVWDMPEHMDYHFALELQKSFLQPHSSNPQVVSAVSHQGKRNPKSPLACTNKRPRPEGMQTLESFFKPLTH
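Pol eta at 10 nM preincubated with compounds 15 min at room temperature; reaction started with fluorescent substrate (50 nM final) and read kinetically at 0 and 10 min.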
APE1 inh – qHTS Assay for Inhibitors of the Human Apurinic/apyrimidinic Endonuclease 1 (APE1) | DNA repair nuclease/redox regulator APEX1 (Homo sapiens), P27695 | recombinant APE1, TAMRA/BHQ-2 abasic DNA cleavage fluorescence | Potency, µM (series often up to 65.8 µM), for inactives: at the top dose activity change, negative = inhibition, actives largely listed as inhibitors | 350,000 compounds, 0.35% hits;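 note: plate controls were vehicle for no effect and reference inhibitor for full effect; nearly all actives have a fitted effect of over 55% in size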
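Substrate: short duplex with […] THF abasic site, 5'-TAMRA and 3'-BHQ-2, 50 nM final. APE1 at 0.75 nM, preincubated 15 min RT with compound. Fluorescence increase from first to third read measured activity.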
Pol beta inh – qHTS Assay for Inhibitors of DNA Polymerase Beta; AID 485314, 2010; Pol beta primer extension/strand displacement, fluorescence kinetic; Potency, µM (top dose mostly 114 µM), inactives show at the highest dose activity change, negative = inhibition, actives largely listed as inhibitors; 340,000 compounds, 1.3% hits; note: % is set by controls: 0 for no effect and ±100 for the full control effect
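Pol beta (10 nM) was preincubated with compound for 15 min at room temperature. The reaction was then started with 50 nM substrate and read immediately and after a further 10 min at room temperature.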
* marks the source's active call; other numbers are inactive results; ? = inconclusive; · = not tested or not shown; ! = a repeat was not active; [ ] = remark or other dose. Calls come from the whole dose curve; as a rule, active = well fitted curve in the direction sought with a large enough effect; inconclusive = small, poorly fitted or top-dose-only effect, or another doubt; inactive = no such curve, though single readings can be large; an effect the other way counts as inactive or inconclusive. Potency is the fitted concentration of half-maximal effect. Only part of the results is shown; count on the stated rates, not on these rows.

SMILES	POLK inh	G9a inh	BLM helicase inh	Anesthetic bind	Pol iota inh	BAZ2B inh	POLH inh	APE1 inh	Pol beta inh
CC1CC(NC(=O)/C(C#N)=C/c2ccc[nH]2)CC(C)(C)C1 (centres undefined)	6%	-2%	-2%	-11%	-11%	-14%	6%	1%	85%
COCCNC(=O)c1onc(CSc2nc3ccccc3[nH]2)c1C(=O)NCCOC	0%	·	0%	1%	10%	-4%	-8%	-5%	16%
CC1CCN(C(=O)COC(=O)c2ccc(F)c(S(=O)(=O)N3CCOCC3)c2)CC1	-12%	22%	-6%	-7%	7%	-1%	-3%	11%	0%
COc1cc(NC(=O)CCNS(=O)(=O)c2ccc3c(c2)CCN3C(=O)C2CC2)cc(OC)c1	-2%[60.1 µM]	10%[59 µM]	1%	7%	3%	0%	-6%	·	20%
CN(CC(=O)N1CCCCCC1)S(=O)(=O)c1ccc(Br)s1	1%	14%[59 µM]	3%	-14%	20%	8%	-21%	4%	44%
CCc1cc2c(-c3ccccc3)cc(=O)oc2cc1OCC(C)=O	-11%	24%[0.501 µM]	-2%	-13%	59%[activator]	9%	4%	13%	24%
CCn1cc(CN2CCC(C(=O)Nc3cccc(-c4cccc(Cl)c4)c3)CC2)cn1	-11%	·	1%	-14%	70%[activator]	-11%	-13%	9%	21%
COc1cccc(NC(=O)N2CCC(NC(=O)C(Cc3ccccc3F)NC(C)=O)CC2)c1 (centres undefined)	8%	18%	-4%	-10%	33%[activator]	-11%	-20%	26%	32%
COc1cccc(/C=N/Nc2ccc(S(=O)(=O)O)cc2)c1O	-4%	2.2µM*	-1%	-12%	21%	?	-11%	25µM*	13µM*
CSCC[C@H](NC(=O)Nc1ccc(C)cc1C)C(=O)O	5%	?	2%	-4%	10%	-22%	6%	-3%	4%
CCOc1ccc(-n2ccnc2SCC(=O)Nc2nnc(CC)s2)cc1	-20%	-19%	0%	-13%	-8%	-28%	-12%	1%	25%
COc1ccc(C(=O)CSc2nccn2C)c(OC)c1	-12%	-8%	0%	-11%	42%[activator]	-16%	-8%	-8%	1%
O=C1OCCC1Sc1nnc(-c2ccc(F)cc2)n1Cc1ccccc1 (centres undefined)	0%	-11%[59 µM]	3%	-12%	22%	6%	-11%	2%	16%
Cc1nc2sccn2c(=O)c1S(=O)(=O)NCCc1ccccc1	2%	-2%	0%	-24%	-7%	-3%	0%	15%	26%
O=C(NCC1CCCO1)/C(=C/c1ccccc1F)NC(=O)c1ccccc1 (centres undefined)	6%	15%	1%	2%	91%[activator]	6%	9%	-5%	44%
Cc1ccc(OCC(=O)NCCCNC(=O)c2ccco2)cc1	6%	-8%[59 µM]	0%	-2%	33%[activator]	-2%	-14%	19%[12.4 µM]	1%
O=C(NCC1CCCO1)c1ccc(C(=O)NCC2CCCO2)cc1 (centres undefined)	2%	?	2%	-9%	-6%	-2%	-11%	0%	-3%
O=C1C2C(C(=O)N1/N=C/c1ccco1)C1C=CC2C12CC2 (centres undefined)	4%	-22%[59 µM]	-2%	-17%	107%[activator]	-3%	6%	-2%	-2%
CCOC(=O)CC(NC(=O)Cn1nnc(-c2ccc(Cl)cc2)n1)c1ccc(OC)cc1 (centres undefined)	-6%	?	-5%	1%	-17%	-16%	-1%	·	?
Cc1cccc(-c2nnc(SCC(=O)N3CCCc4ccccc43)o2)c1	-10%	16%[59 µM]	-6%	9%	1%	2%	-22%	·	19%
CCOc1ccc(OCCC(=O)N(CCCOC)c2c(N)n(Cc3ccccc3)c(=O)[nH]c2=O)cc1	-7%	-8%[12.7 µM]	·	·	14%	-30%	-17%	29%	·
CCOC(=O)CNC(=O)CSc1nnc(-c2ccncc2)n1-c1ccc(Cl)cc1	-9%	?	0%	-6%	-4%	5%	8%	6%	8%
CCN(CC)S(=O)(=O)c1ccc(Oc2ccccc2)c(N)c1	-4%	5%	-4%	-18%	4%	·	-9%	-3%	0%
COC(=O)c1cc(Oc2ccc(S(=O)(=O)N3CCOCC3)cc2[N+](=O)[O-])cc(C(=O)OC)c1	12%	19%[12.7 µM]	·	·	2%	0%	-15%	2%	·
COCCn1c(CNC(=O)c2cccc(C)c2)nc2cccnc21	-2%[60.1 µM]	14%[59 µM]	-1%	-4%	18%	1%	-4%	·	11%

(more compounds)
SMILES	POLK inh	G9a inh	BLM helicase inh	Anesthetic bind	Pol iota inh	BAZ2B inh	POLH inh	APE1 inh	Pol beta inh
N=c1c(C(=O)NC2CCCCC2)cc2c(=O)n3ccccc3nc2n1Cc1ccc(F)cc1	-10%	37%[activator]	3%	13%	-53%	-10%	2%	0%	-3%
O=C(c1cccc2c1-c1ccccc1C2)N1CCCCC1	-2%	·	-2%	-4%	-3%	5%	-12%	?	?
Cc1ccccc1CC(=O)Nc1sc(C(C)C)cc1C(=O)N1CCOCC1	7%	18%	-6%	-14%	38%[activator]	-12%	-6%	-8%	14%
O=C(NCCc1c[nH]c2ccccc12)c1ccc(Br)o1	-14%	·	·	·	12%	·	-22%	16%	·
O=C(N/C(=C/c1ccccc1Cl)C(=O)N1CCOCC1)c1ccccc1	6%	·	·	·	20%	·	-9%	34%	·
C=CCn1c(SCC(=O)N(C)C2CCCCC2)nnc1C1CC1	-1%	·	·	·	59%[activator]	·	-14%	34%	·
O=C(NCCc1ccc(Cl)cc1)C1CCN(S(=O)(=O)N2CCCCC2)CC1	-13%	-24%	-1%	-8%	-5%	-4%	-2%	-3%	27%
C/C(=N/NC(=O)C(C)n1nc(C)c([N+](=O)[O-])c1C)c1ccc(OCC(N)=O)cc1 (centres undefined)	1%	7%	1%	-8%	37%[activator]	-2%	-15%	1%	9%
CN/C(=C\[N+](=O)[O-])NCCSCc1ccc(CN(C)C)o1	0%[60.1 µM]	11µM*!	31%[activator]	-10%[29.3 µM]	28%	0%	-2%	40%	11%[57.1 µM]
O=C(COc1ccc(Br)cc1)N1CCOCC1	-2%	-33%[59 µM]	-11%	7%	24%	10%	5%	21%	8%
O=C(CN(C(=O)CNC(=O)c1ccco1)c1ccc2c(c1)OCCO2)NC1CCCC1	-2%	34%	8%	-8%	-12%	-2%	-2%	5%	0%
Cc1ccn2cc(-c3cccc(NC(=O)c4ccccc4)c3)nc2c1	-11%	?	-2%	-11%	3%	?	-18%	?	-11%
COc1cc2c(cc1OC)C1=CC(=O)C(=O)N1C(C)(C)C2	-4%	?	-3%	-21%	5%	-24%	-9%	2%	-15%
Cc1cccc(C(=O)NC2CCN(CC(=O)NCc3ccccc3F)CC2)c1	3%	-9%	-2%	2%	-3%	-3%	-10%	12%	17%
O=C(Nc1cc(-c2ccccc2F)nn1-c1ccccc1)c1ccccc1Br	-8%[60.1 µM]	5%[59 µM]	-6%	12%	2%	2%	-1%	·	9%
Cn1c(=N)n(CC(=O)c2ccc(Br)s2)c2ccccc21	1%	?	-3%	-16%	7%	-3%	-1%	0%	-1%
Cc1ccc(S(=O)(=O)N2CCOCC2)cc1NC(=O)CN1C(=O)NC2(CCCC2)C1=O	-15%	·	·	·	13%	·	0%	19%	·

Already shown: entries from further up.
SMILES	POLK inh	G9a inh	BLM helicase inh	Anesthetic bind	Pol iota inh	BAZ2B inh	POLH inh	APE1 inh	Pol beta inh
N=c1c(C(=O)NC2CCCCC2)cc2c(=O)n3ccccc3nc2n1Cc1ccc(F)cc1	-10%	37%[activator]	3%	13%	-53%	-10%	2%	0%	-3%
O=C(c1cccc2c1-c1ccccc1C2)N1CCCCC1	-2%	·	-2%	-4%	-3%	5%	-12%	?	?
Cc1ccccc1CC(=O)Nc1sc(C(C)C)cc1C(=O)N1CCOCC1	7%	18%	-6%	-14%	38%[activator]	-12%	-6%	-8%	14%
O=C(NCCc1c[nH]c2ccccc12)c1ccc(Br)o1	-14%	·	·	·	12%	·	-22%	16%	·
O=C(N/C(=C/c1ccccc1Cl)C(=O)N1CCOCC1)c1ccccc1	6%	·	·	·	20%	·	-9%	34%	·
C=CCn1c(SCC(=O)N(C)C2CCCCC2)nnc1C1CC1	-1%	·	·	·	59%[activator]	·	-14%	34%	·
O=C(NCCc1ccc(Cl)cc1)C1CCN(S(=O)(=O)N2CCCCC2)CC1	-13%	-24%	-1%	-8%	-5%	-4%	-2%	-3%	27%
C/C(=N/NC(=O)C(C)n1nc(C)c([N+](=O)[O-])c1C)c1ccc(OCC(N)=O)cc1 (centres undefined)	1%	7%	1%	-8%	37%[activator]	-2%	-15%	1%	9%
CN/C(=C\[N+](=O)[O-])NCCSCc1ccc(CN(C)C)o1	0%[60.1 µM]	11µM*!	31%[activator]	-10%[29.3 µM]	28%	0%	-2%	40%	11%[57.1 µM]
O=C(COc1ccc(Br)cc1)N1CCOCC1	-2%	-33%[59 µM]	-11%	7%	24%	10%	5%	21%	8%
O=C(CN(C(=O)CNC(=O)c1ccco1)c1ccc2c(c1)OCCO2)NC1CCCC1	-2%	34%	8%	-8%	-12%	-2%	-2%	5%	0%
Cc1ccn2cc(-c3cccc(NC(=O)c4ccccc4)c3)nc2c1	-11%	?	-2%	-11%	3%	?	-18%	?	-11%

Source: PubChem (National Center for Advancing Translational Sciences (NCATS))
